Nrf2 inh = Nrf2 qHTS screen for inhibitors; 2.1% of 360,000 active; Potency, µM (doses to about 46 µM), inactives show top-dose activity change, negative = inhibition, usual class: inhibitors; A549 ARE-Fluc reporter, luciferase luminescence, 18-24 h; also: potency is read from the fitted curve at half-maximal effect; % is scaled to controls: 0 for no effect and ±100 for the full control effect; nearly all actives have a fitted effect of over 60% in size
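Two sequential reads on A549 ARE_Fluc cells exposed to compound for 18-24 h: a CellTiter-Fluor fluorescence read for viability, then a luciferase luminescence read for Nrf2/ARE activity.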
HepG2 viability = qHTS for Inhibitors of TGF-b: Cytotox Counterscreen; 0.76% of 410,000 active; Potency, µM (highest dose often 46.1 µM), for the others: at the highest dose activity change, negative = cytotoxicity, hits mostly cytotoxic; HepG2 CAGA-GFP viability, ATP luminescence, 18 h; also: potency is read from the fitted curve at half-maximal effect; some results filed as inactive show a strong effect at the top dose
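CellTiter-Glo luminescence gave cytotoxicity after 18 hours at 37 degrees C. The cells were HepG2 CAGA-GFP in 1% FBS DMEM, stimulated with 500 pg/mL TGF-beta after compound addition. %Activity was normalised to no-cell wells (complete cell-killing) and DMSO (no toxicity), and curves were fitted and classified.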
IL2 activator = qHTS of IL-2 Activators | IL-2 activation reporter assay, cell-based qHTS; stimulated with anti-CD3/CD4/CD28 beads; in transgenic mouse T cells | 0.065% of 360,000 active | activation, % (series mostly up to about 46 µM); in the data active = activation above about 50%; inconclusive = mostly about 30% to 49%; also: 0% is about no effect
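Unstimulated transgenic mouse T cells, 750 per well, received compound and, after 60 minutes, anti-CD3/anti-CD4 bead plus anti-CD28 stimulation. EGFP and DsRed were quantified after 18 hours.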
ATXN viability = Viability Counterscreen for Primary qHTS for Inhibitors of ATXN expression; S2 cells (HEK-293 line with an ATXN2-luciferase reporter) viability, CellTiter-Fluor protease fluorescence, 24 h; Potency, µM (titrated, usually from 56.7 µM), most hits filed as cytotoxic; 0.49% of 400,000 active; also: potency is read from the fitted curve at half-maximal effect; nearly all actives have a fitted effect of over 40% in size
EPAC2 ag = qHTS for Agonist of cAMP-regulated guanine nucleotide exchange factor 4 (EPAC2): primary screen; Rap guanine nucleotide exchange factor 4 (Homo sapiens), Q8WZA2; EPAC2 activation, biochemical qHTS; response scale: 100% = 6.5 mM cAMP response; Potency, µM (doses to about 154 µM), inactives show top-dose activation, most hits filed as activators; 0.079% of 360,000 active; AID 720711, 2013; also: potency is read from the fitted curve at half-maximal effect; nearly all actives have a fitted effect of over 50% in size
Target sequence (Q8WZA2 whole entry, looked up): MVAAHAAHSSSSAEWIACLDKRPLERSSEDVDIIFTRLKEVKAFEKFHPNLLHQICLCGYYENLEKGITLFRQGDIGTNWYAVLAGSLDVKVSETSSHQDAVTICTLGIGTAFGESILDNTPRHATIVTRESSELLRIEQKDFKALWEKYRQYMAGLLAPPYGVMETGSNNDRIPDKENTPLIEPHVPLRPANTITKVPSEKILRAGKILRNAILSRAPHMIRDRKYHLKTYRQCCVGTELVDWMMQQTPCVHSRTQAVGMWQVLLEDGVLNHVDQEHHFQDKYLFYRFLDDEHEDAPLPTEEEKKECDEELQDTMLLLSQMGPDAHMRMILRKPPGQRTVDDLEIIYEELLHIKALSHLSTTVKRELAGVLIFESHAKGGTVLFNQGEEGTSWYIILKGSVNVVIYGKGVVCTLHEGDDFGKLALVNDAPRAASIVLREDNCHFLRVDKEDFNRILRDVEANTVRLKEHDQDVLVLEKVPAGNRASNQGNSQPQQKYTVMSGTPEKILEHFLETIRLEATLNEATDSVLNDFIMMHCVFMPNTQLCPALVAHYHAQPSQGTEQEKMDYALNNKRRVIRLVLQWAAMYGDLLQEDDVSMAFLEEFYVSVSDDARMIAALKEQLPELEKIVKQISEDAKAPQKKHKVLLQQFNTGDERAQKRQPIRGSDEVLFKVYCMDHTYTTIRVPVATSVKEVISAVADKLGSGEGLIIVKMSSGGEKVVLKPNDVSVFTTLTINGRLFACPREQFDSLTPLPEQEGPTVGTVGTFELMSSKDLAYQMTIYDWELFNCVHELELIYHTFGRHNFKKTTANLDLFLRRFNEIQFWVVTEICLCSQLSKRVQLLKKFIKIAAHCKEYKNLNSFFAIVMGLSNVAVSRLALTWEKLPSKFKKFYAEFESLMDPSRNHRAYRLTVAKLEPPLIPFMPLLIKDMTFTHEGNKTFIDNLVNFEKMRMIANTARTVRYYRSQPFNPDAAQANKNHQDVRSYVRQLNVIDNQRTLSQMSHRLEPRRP
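Compounds were titrated in qHTS against a Rap1B-BODIPY-GDP (250 nM) complex with EPAC2 (100 nM) and GDP (50 uM). BODIPY-GDP release tracked at 480/540 nm over 30 min at room temperature, normalized to 6.5 mM cAMP.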
TGFb inhibitor = qHTS for Inhibitors of TGF-b. AID 588855, 2011. Potency, µM (titrated, usually from 46.1 µM), for the others: at the highest dose activity, negative = inhibition, hits mostly inhibitors. HepG2 CAGA-GFP TGF-b/SMAD3 reporter, GFP fluorescence, 18 h; TGF-beta stimulated, 500 pg/mL final. 1.2% of 410,000 active; also: potency is read from the fitted curve at half-maximal effect; % is scaled to controls: 0 for no effect and ±100 for the full control effect; nearly all actives have a fitted effect of over 65% in size
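Using HEPG2 CAGA-GFP reporter cells at 1000 cells/well, we pinned test compounds, stimulated with recombinant TGF-beta (500 pg/mL final) and measured total well GFP after 18 h.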
Nrf2 activator = qHTS of Nrf2 Activators. AREc32 ARE-luciferase reporter (MCF7-derived line), luminescence, 24 h. Potency, µM (titrated, usually from 46.1 µM), for inactives: at the highest dose activation, most hits filed as activators. 0.31% of 410,000 active. AID 624171, 2012; also: potency is read from the fitted curve at half-maximal effect; % of control where 0% means no effect; nearly all actives have a fitted effect of over 65% in size
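Luminescent ARE reporter assay in AREc32_Fluc cells: overnight plating at 37 deg C, 24 hr compound incubation, Steady-Glo added, 30 min RT before reading.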
ATXN2 expr inh = Primary qHTS for Inhibitors of ATXN expression; HEK-293 ATXN2-luciferase reporter, luminescence, 24 h; Potency, µM (top dose mostly 57 µM), inactives show at the top dose activity change, negative = inhibition, usual class: inhibitors; 0.72% of 360,000 active; AID 1745845, 2022; also: potency is read from the fitted curve at half-maximal effect; % is scaled to controls: 0 for no effect and ±100 for the full control effect; nearly all actives have a fitted effect of over 55% in size
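qHTS (up to 57 uM final) was run with 24 h compound exposure of reporter cells at 37 °C. Each well was multiplexed: SteadyGlo luminescence measured ATXN2-luciferase expression after a fluorogenic Gly-Phe-AFC viability readout (25 uM final).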
A549 tox = Nrf2 qHTS screen for inhibitors: counterscreen for cytotoxicity | AID 504648, 2011 | 0.16% of 390,000 active | A549 ARE-Fluc cells, CellTiter-Fluor viability, 18-24 h | Potency, µM (titrated, usually from 46 µM), for the others: top-dose activity change, negative = cytotoxicity, most hits filed as inhibitors; also: potency is read from the fitted curve at half-maximal effect; % is scaled to controls: 0 for no effect and ±100 for the full control effect
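A549 ARE-Fluc cells in 5% FBS OPTI-MEM, 5000 cells/well, rested 2 h then exposed to compounds in concentration-response for 18-24 h at 37 °C. Viability by CellTiter-Fluor fluorescence (Ex 405/Em 525) after 30 min; luciferase luminescence (BugLite, 15 min, RT) read afterwards.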
The depositor's hits bear a star; i = inactive; ? = inconclusive; . = not tested or not shown; & = joins results of further samples; [ ] = remark or other dose. Unless noted, calls follow the shape of the dose curve; as a rule, active = well fitted curve in the direction sought with a large enough effect; inconclusive = small, poorly fitted or top-dose-only effect, or another doubt; inactive = no such curve, though single readings can be large; an effect the other way counts as inactive or inconclusive.

SMILES	Nrf2 inh	HepG2 viability	IL2 activator	ATXN viability	EPAC2 ag	TGFb inhibitor	Nrf2 activator	ATXN2 expr inh	A549 tox
COc1ccccc1CNC(=O)CN(c1cccc([N+](=O)[O-])c1)S(C)(=O)=O	-13%	9%	-2.5	?	-2%	2%	0.2%	.	0%
COc1ccc(/C=N/N=C2\SCC(=O)N2c2c(C)n(C)n(-c3ccccc3)c2=O)cc1OC	8%	-2%	-0.4	i	-4%	2%	-0.5%	-3%	-3%
COc1ccc(NC(=O)c2cc(-c3ccc4c(c3)OCO4)on2)cc1	-12%	-21%	-0.4	i	10%	?	0.7%	-14%	0%
CC1=NN(C(=O)c2ccoc2C)C(O)(C(F)(F)F)C1 (stereo not given)	6%	-24%	-2.2	i	9%	-5%	3.2%	34%	-3%
COc1ccc(OC)c(CNC(=O)Cc2c(C(=O)O)[nH]c3ccccc23)c1	1%	5%	2.0	.	-3%	?	-0.9%	.	2%
Cc1cc(C)c(C2=Nn3c(C)nnc3SC2C)cc1C (stereo not given)	-26%	-2%	-0.4	i	14%	-4%	0.5%	?	0%
CCc1ccccc1NC(=O)CNC(=O)c1ccc(-n2cncn2)c([N+](=O)[O-])c1	0%	3%	-1.2	i	-6%	20%	-0.2%	-5%	2%
Cc1ccc(S(=O)(=O)Nc2cc(-c3ccccc3)nn2C)cc1	-27%	-20%	-0.1	i	9%	-15%	-0.2%	-18%	2%
COc1ccccc1N(C(=O)Cn1nnc(-c2ccc(C)o2)n1)C(C(=O)NC1CCCC1)c1ccncc1 (stereo not given)	-28%	-14%	1.4	i	-11%	1%	-0.1%	5%	-4%
Cc1cc(=O)oc2c3c(cc(OCC(=O)NCc4ccncc4)c12)OC(C)(C)CC3	-17%	-23%	-2.0	i	4%	-10%	3.5%	-17%	-21%
COc1ccc(Cl)cc1-c1nc(-c2ccc(NC(=O)c3cccs3)cc2)no1	-30%	2%	-0.4	?	-2%	15%	4.2%	-10%	-18%
Cc1onc(-c2ccccc2)c1C(=O)N1CCc2ccccc21	0%	-16%	-0.4	i	7%	6%	-0.5%	-6%	-2%
CC(C)Oc1cccc(C(=O)C2CCCN(Cc3cccn3-c3cccnc3)C2)c1 (stereo not given)	?	-33%	-3.4	?	7%	?	0.0%	?	-11%
O=C(Nc1ccc(N2CCOCC2)c(Cl)c1)c1cccnc1	.	1%	0.5	?	5%	1%	2.1%	42%[activator]	10%
Cc1ccc(NC(=S)NNC(=S)NC2CCCCC2)cc1	1%	-18%	0.0	i	2%	6%	3.0%	0%	-2%
Cc1cc(C)n2nc(CNC(=O)c3ccccc3Cl)nc2n1	19%	1%	.	i	.	-2%	-0.7%	12%	-2%
Cc1ccc(C)c(C(=O)O/N=C(\N)c2ccc(Br)cc2)c1	?	-1%	-0.7	i	1%	-10%	13%	34%[activator]	?
N#Cc1c(N)c(C(=O)c2ccc(Cl)cc2)n2c1CCC2	.	1%	-0.8	i	-5%	-37%	-0.3%	-1%	-12%
Cc1occc1C(=O)NNC(=O)C1CCCCC1	-9%	4%	-0.2	i	4%	0%	0.1%	2%	1%
COC(=O)c1ccc(C2NC(=O)CCC2[N+](=O)[O-])cc1 (stereo not given)	-10%	-27%	-3.1	i	-1%	5%	0.2%[9.22 µM]	0%	4%
O=C(CCCOc1ccc(Cl)cc1Cl)N1CCCc2ccccc21	0%	-12%	-0.2	i	10%	?	2.3%	19%	5%
COc1ccc(NC(=O)CNS(=O)(=O)c2ccc(Cl)cc2)cc1	5%	3%	-0.6	i	7%	-3%	-0.4%	1%	-6%
Cc1ccc(-c2nnc(SCC(N)=O)n2C)cc1	26%	-1%	-0.4	i	2%	11%	-0.4%	-5%	-5%
CN(C(=O)CSc1cn(CC(=O)N2CCCCC2)c2ccccc12)c1ccccc1	11%	-18%	.	.	.	?	4.3%	.	0%
CCc1ccc(-c2nnn(Cc3nn[nH]n3)n2)cc1	8%	6%	-1.1	i	2%	-11%	-0.1%	3%	0%
O=C(N/N=C/c1ccc(OCc2ccccc2)cc1)c1ccncc1	-15%	-1%	0.4	i	9%	10%	3.9%	.	4%
COc1ccc(/C=N/NC(=O)c2ccc3nc[nH]c3c2)c(OC)c1OC	7%	-10%	0.0	i	5%	3%	-0.1%	13%	0%
COc1ccc(S(=O)(=O)Nc2cc(S(=O)(=O)c3ccccc3)c(O)cc2C)cc1	-19%	3%	2.2	i	10%	16%	-0.9%	5%	-4%
O=C(c1ccccc1)c1ccccc1C(=O)N1CCOCC1	9%	-5%	1.3	i	5%	-15%	0.1%	-5%	7%
CCOc1ccc(/C=C/C(=O)Oc2ccc(OC)cc2)cc1	-6%	-4%	-0.3	i	15%	6%	0.3%	-10%	1%

Not a retest: entries from further up.
SMILES	Nrf2 inh	HepG2 viability	IL2 activator	ATXN viability	EPAC2 ag	TGFb inhibitor	Nrf2 activator	ATXN2 expr inh	A549 tox
COc1ccc(/C=N/NC(=O)c2ccc3nc[nH]c3c2)c(OC)c1OC	7%	-10%	0.0	i	5%	3%	-0.1%	13%	0%
COc1ccc(S(=O)(=O)Nc2cc(S(=O)(=O)c3ccccc3)c(O)cc2C)cc1	-19%	3%	2.2	i	10%	16%	-0.9%	5%	-4%
O=C(c1ccccc1)c1ccccc1C(=O)N1CCOCC1	9%	-5%	1.3	i	5%	-15%	0.1%	-5%	7%
CCOc1ccc(/C=C/C(=O)Oc2ccc(OC)cc2)cc1	-6%	-4%	-0.3	i	15%	6%	0.3%	-10%	1%

The list continues.
SMILES	Nrf2 inh	HepG2 viability	IL2 activator	ATXN viability	EPAC2 ag	TGFb inhibitor	Nrf2 activator	ATXN2 expr inh	A549 tox
CN(C)CCCn1c(SCc2ccc(Cl)cc2)nnc1-c1ccncc1	?	-18%	-3.5	i	6%	-4%	0.4%	.	4%
CCOc1cc(/C=C2\NC(=O)NC2=O)cc([N+](=O)[O-])c1O	6%	-1%	-2.1	?	-2%	-14%	4.5%	-4%	?
CCCCCN(C(=O)CCC(=O)OCC(=O)NCCc1ccccc1)c1c(N)n(CCCC)c(=O)[nH]c1=O	.	-19%	-1.2	i	-4%	-7%	-0.3%	.	.
Cc1nn(CCC(=O)NNC(=S)Nc2ccc(F)cc2)c(C)c1Br	10%	6%	-3.5	i	2%	8%	-0.4%	-2%	0%
Cc1ccc(-c2nn(-c3ccccc3)cc2C(=O)N2CCN(c3ccccn3)CC2)cc1	-27%	26%	3.0	i	11%	?	4.4%	-20%	?
Cc1ccc(S(=O)(=O)N2CCC(C(=O)O)CC2)cc1C(=O)O	9%	27%	-0.5	i	-2%	-7%	0.1%	5%	-6%
CS(=O)(=O)N(CC(=O)N1CCN(c2ccccc2)CC1)c1ccc(Cl)c(C(F)(F)F)c1	?	-21%	0.8	i	15%	-24%	0.3%	-18%	-18%
CCCCn1c(=NC(=O)c2cc3ccccc3o2)c(C(=O)OCC)cc2c(=O)n3ccccc3nc21	7%[9.27 µM]	-29%	.	i	.	16%	-0.1%	9%	0%
C=CCn1c(-c2ccc(OC)c(OC)c2)n[nH]c1=S	1%	-23%	0.3	i	-7%	-10%	-0.8%	-6%	-11%
O=C(O)c1ccc(-n2cccn2)nc1	-8%	-14%	-0.9	i	4%	8%	-0.4%	0%	1%
O=C(c1ccc2c(c1)N(Cc1cccc(F)c1)C(=O)c1ccccc1S2)N1CCOCC1	.	-11%	.	?	.	-11%	4.8%	-22%	9%
COc1cc(Cl)c(C)cc1NC(=O)CN(C)C1CCS(=O)(=O)C1 (stereo not given)	-19%	-3%	-0.6	i	4%	-4%	2.1%	.	1%
CCc1c(C)nc(SCC(=O)CC(=O)OC(C)C)c(C#N)c1C	-9%	-27%	-1.1	i	-4%	1%	0.2%	-30%	-1%
CCOC(=O)C(C)Sc1nc2ccccc2c(=O)n1CC (stereo not given)	4%	-1%	-0.5	i	1%	-6%	-1.1%	7%	?
CSc1ccc(CNC(=O)C2CCC(=O)N(CCc3ccc(Cl)cc3)C2)cc1 (stereo not given)	.	-25%	1.2	?	11%	-8%	0.6%	.	.
CC(NC(=O)C1=CC=CN2CCS(=O)(=O)N=C12)c1ccc(Cl)c(Cl)c1 (stereo not given)	3%	11%	-0.5	i	1%	12%	-0.1%	-25%	-4%
COC(=O)[C@]1(CC(C)C)N[C@H](c2ccc(-c3ccc(C(C)=O)cc3)cc2)[C@@H]2C(=O)N(C)C(=O)[C@@H]21	5%	0%	1.0	i	2%	14%	0.5%	3%	-6%
COc1ccc(S(=O)(=O)c2c(C)c(NS(=O)(=O)c3ccccc3)cc(C)c2O)cc1	-5%&-16%	-11%&-41%	-0.5	i	16%	?	7.9%&7.4%	?	1%&-2%
COc1ccc(CCN(C)CCc2ccc(OC)c(OC)c2)cc1OC	-6%	-17%	0.7	i	6%	3%	-0.9%	-8%	-1%
CCc1ccc(NC(=O)CC(c2cc(OC)c(OC)c(OC)c2)N2Cc3ccccc3C2=O)cc1 (stereo not given)	14%	-5%	.	i	.	11%	0.2%	-1%	-3%
COC(=O)c1ccccc1NC(=O)c1cc2n(n1)C(C(F)F)CC(C(F)F)N2 (stereo not given)	.	-18%	-1.2	i	-2%	7%	0.3%	-1%	?
CCOC(=O)CSc1nc(C2CC2)nc2ccccc12	-11%	-1%	-0.6	i	2%	-3%	0.4%	6%	4%
Cc1nn(C(C)C)c(C)c1CN1CCN(Cc2ccsc2)C(CCO)C1 (stereo not given)	-2%	-15%	0.9	i	?	-19%	3.5%	-16%	8%

Assay outcomes deposited in PubChem BioAssay by National Center for Advancing Translational Sciences (NCATS).

Random draw from the library (roughly 4.3% active in at least one column).
